Screening data: PubChem BioAssay, several laboratories
RSV CPE inhibition: inhibition of RSV-induced cytopathic effect – HEp-2 cells, primary 10 µM value included (AID 2391); 310,000 compounds, 0.13% hits; HEp-2 cells, RSV-induced CPE inhibition; higher % means a stronger effect; one-dose CPE inhibition, % at 10 µM; IC50 in µM for titrated hits; in the data active = a potency from the dose series; inconclusive = CPE inhibition mostly from about 23% at the one dose, without a potency; inactive = the rest, 99 in 100 with CPE inhibition below about 21%; also: strong numbers were not always called active
T cell modulator: T cell immune modulators affecting CD8 T cell-vesicle binding; 2C CD8+ T cell-vesicle binding, flow cytometry; active compounds read low; calls only at 7 µM; 330,000 compounds, 0.068% hits; AID 2052;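 active = response, share of CD8 T cells binding vesicles, and their 90th percentile fluorescence all below set limits, cut at about 80% in these data, passing the limit was not always enough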
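System: murine 2C transgenic CD8+ T lymphocytes; also added: QL9-loaded Drosophila micro-vesicles; times: binding 1.5 h at 37 °C; measured by: flow cytometry, PE anti-B7-1 (FL2) versus Alexa647 anti-CD8 (FL8), PFA-fixed; control set: Peptide-free naked vesicles (low) and QL9 vesicles with 0.7% DMSO vehicle (high)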
West Nile virus CPE: inhibition of WNV-induced cytopathic effect – cell-based, CPE readout (AID 1621); West Nile virus-infected cells, CPE inhibition; higher % means a stronger effect; CPE inhibition, % at 10 µM; hits with a dose series show IC50 in µM; 290,000 compounds, 0.02% hits; in the data active = a potency from the dose series; inconclusive = CPE inhibition mostly from about 3.7% at the one dose, without a potency; inactive = the rest, 99 in 100 with CPE inhibition below about 2.2%; also: strong numbers were not always called active
K1F lysis inhibition: inhibition of K1F phage lysis, E. coli UTI89, bacterial capsule biogenesis inhibitors, alamar blue (AID 488966). 340,000 compounds, 0.02% hits. E. coli UTI89 K1F phage lysis, alamar blue, 2 h; higher % means a stronger effect. one-dose inhibition, % at 100 µM; IC50 in µM for titrated hits;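 active = phage lysis inhibition, versus mean bacterial control, above a set limit; inconclusive = no clear call, values can overlap the other calls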;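 also: capsule biogenesis inhibitors block K1F phage lysis so surviving cells raise fluorescence; higher fluorescence means more inhibition of phage lysis; actives were called in the ten point dose series up to 300 µM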
MgcRacGAP inhibition: MgcRacGAP GTPase-activating activity inhibitors, confirmation, biochemical, ADP Hunter fluorescence | MgcRacGAP-stimulated Rac1 GTP hydrolysis, ADP Hunter fluorescence; higher % means a stronger effect; GST-tagged Rac1 F28L mutant substrate | inhibition, % at 30 µM, or IC50 in µM where a hit was titrated | 340,000 compounds, 0.6% hits | AID 624330;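 active = first-screen hits whose inhibition reached a set limit at any dose in the follow-up dose series; inconclusive = inhibition above the set first-screen limit but never retested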;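 also: fluorescence reports GDP produced by GAP-driven GTP hydrolysis; strong numbers were not always called active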
NTR1 agonist: agonists of NTR1, primary screen, imaging, U2OS cells, beta-arrestin-GFP, high content (AID 493036); P30989; NTR1-U2OS beta-arrestin-GFP spot imaging, agonist mode; activation, % at 20 µM; 330,000 compounds, 0.17% hits;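 active = activation at or above 40% of the spot to cytoplasm intensity ratio, with at least 20 cells analyzed; inconclusive = wells under 20 cells, flagged as cytotoxic or low count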;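 also: 0% = DMSO without peptide and 100% = 100 nM NTR1 peptide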
Target sequence (P30989 whole entry, looked up): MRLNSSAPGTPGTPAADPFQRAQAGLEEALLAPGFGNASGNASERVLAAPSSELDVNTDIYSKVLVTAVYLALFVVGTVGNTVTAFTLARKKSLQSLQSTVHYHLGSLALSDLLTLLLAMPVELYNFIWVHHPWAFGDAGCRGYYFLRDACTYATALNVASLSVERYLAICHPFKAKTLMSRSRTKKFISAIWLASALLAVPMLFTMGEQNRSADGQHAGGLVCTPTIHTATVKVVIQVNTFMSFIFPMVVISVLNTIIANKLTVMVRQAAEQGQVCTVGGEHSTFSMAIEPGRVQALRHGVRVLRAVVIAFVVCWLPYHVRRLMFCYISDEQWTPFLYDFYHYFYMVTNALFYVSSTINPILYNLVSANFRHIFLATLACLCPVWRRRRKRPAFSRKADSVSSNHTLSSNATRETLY
Dengue-2 NS5 capping: Dengue-2 NS5 methyltransferase inhibitors, primary screen, biochemical, confirmation dose response (AID 588689) | Dengue-2 NS5 methyltransferase capping enzyme assay, biochemical; higher % means a stronger effect | 340,000 compounds, 0.3% hits | inhibition, % at 25 µM; hits with a dose series show IC50 in µM; in the data active = a potency from the dose series; inconclusive = inhibition above about 29% without an active follow-up result
Large T inhibition: SV40 large T antigen inhibitors, biochemical (AID 1903) | SV40 large T antigen ATPase/helicase inhibition assay; higher % means a stronger effect | inhibition, % at 20 µM, or IC50 in µM where a hit was titrated | 310,000 compounds, 0.39% hits; in the data active = a potency from the dose series; inconclusive = inhibition mostly from about 32% at the one dose, without a potency; inactive = the rest, 99 in 100 with inhibition below about 32%; also: strong numbers were not always called active
Salmonella PhoP GFP: PhoP-dependent GFP reporter repression – Salmonella Typhimurium, primary screen (AID 1863) | S. Typhimurium PhoP-regulated promoter GFP reporter, 4 h; higher % means a stronger effect | 300,000 compounds, 0.16% hits | inhibition, % at 50 µM, or IC50 in µM where a hit was titrated;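 active = inhibition over 29.93%, a cutoff 3 SD above the screen mean, later confirmed by dose response; inconclusive = inhibition over 29.93% but no dose response follow-up; inactive = inhibition at most 29.93% or unconfirmed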;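 also: 0% = low Mg2+ inducing control and 100% = high Mg2+ repressing control; strong numbers were not always called active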
T cell modulator vesicle-bound %: recorded beside T cell modulator, whose call it bears; double positive events, %; measured here: CD8+ vesicle-bound cell fraction;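 binding gate set so that unloaded-vesicle control wells show 10% double positive cells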
NTR1 agonist cell count 20 µM: recorded beside NTR1 agonist, whose call it bears; cell count; measured here: cell count, cytotoxicity flag
Dengue-2 NS5 capping pilot replicate: second read-out of Dengue-2 NS5 capping, no call of its own (marks repeat the call); inhibition, %; measured here: pilot screen replicate inhibition
Active calls of the source: *; i = inactive; ? = inconclusive; / = not tested or not shown; [ ] = another dose, or the depositor's remark. Not a hit list; about 1.5% have a hit in one of these screens.

SMILES | RSV CPE inhibition | T cell modulator | T cell modulator vesicle-bound % | West Nile virus CPE | K1F lysis inhibition | MgcRacGAP inhibition | NTR1 agonist | NTR1 agonist cell count 20 µM | Dengue-2 NS5 capping | Large T inhibition | Salmonella PhoP GFP | others
CNC(=O)NC(=O)C(C)OC(=O)c1ccc(Cl)c(S(=O)(=O)Nc2ccc(F)cc2)c1 (stereo not given) | 2.3% | i | 36.3 | -0.1% | 0.0% | -16.7% | -0.7 | 46 | -11.4% | 8.9% | -7.6%
Clc1ccc(Cc2nnc(-c3ccccc3Br)o2)cc1 | 2.7% | i | 32.9 | -0.3% | -0.2% | 0.6% | -2.8 | 102 | -0.7% | 3.7% | 6.4%
Cc1cc(-n2c(SCC(=O)Nc3ccc(F)c(F)c3)nc3n[nH]c(C)c3c2=N)ccc1Cl | 2.0% | i | 39.1 | 2.3% | 1.2% | 4.0% | 4.5 | 64 | -8.0% | 4.6% | -1.7%
O=C(O)CN(C1CCCCC1)S(=O)(=O)c1ccc(F)cc1 | 1.1% | i | 36.8 | 0.3% | 0.2% | 0.4% | 0.3 | 63 | -14.7% | 11.3% | 0.4%
Cc1ccc(OCCC(=O)Nc2ccccc2C(=O)NC2CC2)cc1 | 1.2% | i | 16.5 | -1.1% | -0.2% | -8.3% | 0.9 | 65 | 3.2% | 2.0% | 0.0%
CCC1c2ccc(C)n2CCN1C(=O)Nc1ccccc1C(=O)OC (stereo not given) | 1.2% | i | 43.6 | 0.2% | 0.0% | 9.0% | 0.9 | 49 | ? | 28.1% | 6.7%
COc1ccc(-c2nnc(SCC(=O)OC3CCCCC3)o2)cc1OC | 1.8% | i | 48.4 | 0.0% | 3.0% | 4.7% | -3.5 | 85 | -12.1% | 16.8% | -0.6%
COC(=O)c1cc2ccc(OC)cc2c2cc(OC)c(OC)cc12 | / | i | 3.6 | / | -0.1% | -4.0% | 12.3 | 74 | 1.6% | / | / | Dengue-2 NS5 capping pilot replicate=3.3
O=S1(=O)CCO[C@H]2Cc3ccccc3[C@H]2N1Cc1cccc(F)c1 | 0.8% | i | 34.0 | 0.4% | -0.7% | 3.2% | 3.8 | 88 | -7.1% | 19.7% | /
Cc1ccc(S(=O)(=O)N2CCN(C(=O)COC(=O)C3(C)CC3(Cl)Cl)CC2)c(C)c1 (stereo not given) | 0.5% | i | 20.8 | / | -0.6%[50 µM] | 3.7% | 5.4 | 56 | -1.1% | / | /
CC(=O)Nc1cccc(NC(=O)CSc2nccn2Cc2ccc(F)cc2)c1 | 11.5% | i | 11.1 | -1.6% | -0.1%[50 µM] | 8.3% | 0.8 | 65 | -2.6% | 10.1% | -4.1%
O=C(C1=C[C@H](c2ccc(C(F)(F)F)cc2)C[C@H](OCc2ccc(CO)cc2)O1)N1CCOCC1 | 4.1% | i | 12.3 | -1.1% | -0.5% | 2.7% | -0.5 | 78 | -5.6% | 5.3% | -5.8%
O=C(OCC(=O)N1CCOCC1)c1ccccc1SCC(=O)N1CCCC1 | -0.4% | i | 59.9 | 0.1% | 0.3% | 17.3% | -0.8 | 55 | -8.1% | 2.7% | -6.5%
Cc1ccc(C(C)C)c(OCc2ccc(C(=O)N/N=C/c3ccc(O)cc3O)cc2)c1 | 0.5% | i | 45.0 | 11.8% | 1.5% | 3.4% | / | / | -7.3% | -0.2% | 26.8%
O=c1c(Cc2ccc(F)cc2)c(O)ccn1Cc1ccco1 | 4.1% | i | 32.9 | -0.3% | 0.4% | 4.7% | -0.6 | 43 | -5.5% | 7.1% | -3.4%
O=C(Cn1cnc2ccccc2c1=O)N1CCN(c2ccccc2)CC1 | 1.3% | i | 8.0 | -0.5% | -0.2% | 8.6% | 2.3 | 81 | 1.6% | 1.0% | 1.2%
CN1CCN(CCCNC(=O)c2ccc3c(Cl)c4c(nc3c2)CCCC4)CC1 | -0.4% | i | 9.4 | 0.5% | -0.3% | 8.3% | 0.5 | 39 | -0.9% | 4.7% | -5.9%
COc1ccc(CNc2ncnc3cc(OC)c(OC)cc23)cc1OC | 1.1% | i | 8.0 | 0.2% | -0.6% | 10.9% | 0.0 | 37 | 3.2% | 3.1% | 5.8%
COC(=O)c1ccc(NC(=O)Nc2ccc(F)cc2F)cc1 | 9.0% | i | 61.0 | 0.3% | 0.5% | 2.3% | -1.4 | 100 | / | 6.9% | -8.9%
CSCCC(NC(=O)COc1cccc2ccccc12)C(=O)O (stereo not given) | 0.7% | i | 31.8 | 1.0% | 0.2% | 8.5% | -1.3 | 51 | -3.2% | 8.6% | -3.9%
COc1c(Br)cc(/C=N/n2c(-c3ccccc3)n[nH]c2=S)c(O)c1Br | 0.6% | i | 51.3 | -0.7% | 0.2% | 20.6% | 1.1 | 60 | 5.2% | 20.2% | 16.9% | Dengue-2 NS5 capping pilot replicate=0.9
CC(C)C(=O)N[C@H]1CCC2C3CC=C4C[C@@H](O)CC[C@]4(C)C3CC[C@@]21C (stereo not given in full) | / | i | 48.2 | / | 2.1% | 2.0% | 2.6 | 59 | 10.1% | / | /
COc1ccccc1/C=C/C(=O)OCC(=O)c1c[nH]c2ccccc12 | 2.0% | i | 29.8 | / | 1.1%[50 µM] | 3.9% | 1.7 | 55 | -1.5% | / | /
COc1cccc(CNC(=O)CCCc2cn(C)c3ccccc23)c1 | 1.7% | i | 26.9 | -1.0% | -0.2% | -0.1% | -1.2 | 72 | -4.2% | 4.8% | -5.1%
COc1ccccc1N1CCN(C(=O)C2CCN(C(=O)c3ccc(C(C)(C)C)cc3)CC2)CC1 | 0.7% | i | 9.5 | -1.3% | 1.2%[50 µM] | 7.9% | 0.4 | 61 | 0.6% | 20.8% | -2.7%
Next section
SMILES | RSV CPE inhibition | T cell modulator | T cell modulator vesicle-bound % | West Nile virus CPE | K1F lysis inhibition | MgcRacGAP inhibition | NTR1 agonist | NTR1 agonist cell count 20 µM | Dengue-2 NS5 capping | Large T inhibition | Salmonella PhoP GFP | others
CCOC(=O)c1c(NC(=O)CCc2ccc(CC)o2)sc(C)c1C | 2.4% | i | 23.0 | -0.7% | -0.1% | 5.0% | 1.3 | 87 | -5.6% | 4.8% | -0.1% | Dengue-2 NS5 capping pilot replicate=-2.1
CN(CC(=O)NCC1CCCCC1)S(=O)(=O)c1ccc(F)cc1 | 1.2% | i | 22.7 | -0.9% | 0.3% | 5.1% | -0.1 | 62 | -2.7% | 3.2% | 0.5%
Cc1cc(=O)n2nc(N3CCC(C(=O)NCc4cccnc4)CC3)sc2n1 | 0.9% | i | 14.5 | / | -0.3% | 10.9% | 0.2 | 37 | -3.4% | 1.0% | 9.9%
Nc1nc2ccccc2n1C(=O)c1ccco1 | / | / | / | 0.0% | 1.5%[50 µM] | 10.9% | / | / | -7.0% | 5.5% | 26.8%
O=C1CSC(c2ccc(F)cc2)N1c1ccccc1F (stereo not given) | 0.2% | i | 23.5 | -0.6% | -0.1% | 3.9% | -0.1 | 90 | 2.6% | 14.2% | 7.3%
O=C(CCCOc1ccccc1)N1CCN(S(=O)(=O)c2ccccc2)CC1 | 2.8% | i | 4.6 | / | 0.7%[50 µM] | 3.0% | 2.1 | 63 | -7.3% | / | /
N#CCCN(C(=O)COC(=O)CCc1c[nH]c2ccccc12)c1ccccc1 | -2.2% | i | 45.4 | / | 0.9%[50 µM] | 5.7% | -0.8 | 60 | -5.1% | 6.9% | -3.9%
O=C1NC(=O)/C(=C/c2cccc3ccccc23)S1 | 4.1% | i | 59.4 | -1.1% | 2.4% | 3.5% | 1.6 | 65 | 18.9% | 5.7% | -0.1%
Cc1cnc(NC(=O)Nc2ccc(Cl)cc2)s1 | 9.5% | i | 29.4 | -0.1% | 0.3% | 7.3% | 3.7 | 47 | -21.8% | 5.3% | 8.6%
COc1cc(/C=N/NC(=O)C(=O)/C=C2\NC(C)(C)Cc3ccccc32)ccc1O | 5.9% | i | 44.9 | 0.0% | -0.1% | ? | 4.4 | 72 | 9.7% | ? | -3.1%
CC1=C(C)C(C)=C(C#N)C(=C(C#N)C#N)N1 | 1.8% | i | 36.0 | 1.7% | / | / | -0.1 | 52 | / | 12.4% | -4.0%
CCCCNC(=O)CSc1nc2ccccc2c(=O)n1C1CCCC1 | 0.7% | i | 21.0 | -0.6% | 0.2% | 5.0% | 0.2 | 87 | -6.2% | -3.0% | 2.2% | Dengue-2 NS5 capping pilot replicate=0.3
COc1ccc(C)cc1N(CC(=O)NCCSCc1ccco1)S(=O)(=O)c1ccc(C)cc1 | -0.1% | i | 53.6 | -1.1% | -0.4% | 10.3% | 1.3 | 47 | -7.5% | 0.6% | -3.4%
Cc1onc(C(=O)NCCc2ccccc2)c1[N+](=O)[O-] | -0.6% | i | 34.3 | 0.7% | 0.1% | 9.5% | 0.9 | 82 | -7.2% | 0.0% | -3.2%
CCn1cnc2c1c(=O)[nH]c(=O)n2Cc1ccccc1 | 0.2% | i | 8.6 | 0.6% | -0.2% | / | -1.6 | 53 | -3.9% | 2.8% | 10.1%
Cc1ccc(NNC(=O)CCc2ccccc2)c(C)c1 | / | i | 49.6 | -1.0% | 0.8% | 3.4% | -0.1 | 51 | -10.0% | 12.6% | 10.7%
COc1ccc(CCNC(=O)COC(=O)c2ccc(C)s2)cc1 | 0.3% | i | 30.1 | / | 0.2%[50 µM] | 1.8% | 1.0 | 70 | -5.2% | / | /
Cc1cccc(NC(=O)CCC(=O)N2CCOCC2)n1 | 3.0% | i | 47.8 | / | -0.2%[50 µM] | 0.2% | -2.5 | 66 | -1.5% | / | /
C#CC[N+]1(CC#Cc2ccc(C#CC[N+]3(CC#C)CCOCC3)cc2)CCOCC1 | 2.8% | i | 21.2 | / | -5.5% | 4.7% | -2.5 | 84 | 6.4% | -3.3% | 3.4%
CC(C)(C)OC(=O)N1CCC(CNC(=O)c2cccs2)CC1 | / | i | 58.1 | -0.1% | / | / | 0.3 | 39 | / | 11.9% | -4.2%
CCOC(=O)N1CCN(C(=O)c2nc3ccccc3s2)CC1 | 0.3% | i | 37.1 | 0.4% | 1.1% | 12.2% | 0.1 | 60 | -4.9% | -6.5% | -5.6%
Cc1cccc(/C=N\NC(=O)c2csnn2)c1 | 1.9% | i | 37.5 | 0.2% | 0.8% | 7.4% | 1.6 | 52 | -0.7% | 19.9% | 5.8%
